Screening results as filed in PubChem BioAssay.
NCI-60 one-dose screen, 48 h, at 10 µM unless noted. Numbers give growth in % (100 = growth as untreated, 0 = no growth, -100 = all killed).
SK-MEL-28: SK-MEL-28 melanoma; 81,000 tested, 4.1% active; AID 1794761
T-47D: T-47D breast cancer; 79,000 tested, 5% active; AID 1794792
SK-MEL-5: SK-MEL-5 melanoma; 80,000 tested, 6.4% active; AID 1794755
MDA-MB-435: MDA-MB-435 melanoma | 82,000 tested, 7.8% active
SK-MEL-2: SK-MEL-2 melanoma; 77,000 tested, 4.7% active
HS 578T: HS 578T breast cancer; 78,000 tested, 4.1% active; AID 1794788
LOX IMVI: LOX IMVI melanoma | 79,000 tested, 7.4% active
BT-549: BT-549 breast cancer. 78,000 tested, 4.4% active
* marks the source's active call; other numbers are inactive results; · = no result given. How the source made its calls: active means growth percent below 10; inactive means the rest. Hits appear at their usual frequency; 12% or so of the library scored in one or more.

1: O=C(NNC(=S)Nc1ccccc1)c1cccnc1
2: CCOC(=O)c1cnnn1-c1cc(=O)[nH]c2ccccc12
3: CN1CCC=C(C(=O)N2c3ccccc3Sc3ccc(Cl)cc32)C1
4: Cc1ccc(C(=O)c2ccccc2C(=O)O)cc1
5: O=C(O)c1ccc(NCc2cccc([N+](=O)[O-])c2)cc1
6: CCOc1cccc(-c2nc3sccn3c2-c2ccnc(S(C)(=O)=O)n2)c1

Assay by compound | 1 | 2 | 3 | 4 | 5 | 6
SK-MEL-28 | 107 | 113 | 92 | 111 | 100 | 91
T-47D | · | 100 | 57 | 112 | 100 | 66
SK-MEL-5 | 108 | 97 | 84 | 112 | 92 | 99
MDA-MB-435 | 103 | 103 | 85 | 101 | 108 | 95
SK-MEL-2 | 106 | 100 | 82 | 131 | 99 | 108
HS 578T | 122 | 94 | 70 | 104 | 93 | 102
LOX IMVI | · | 94 | 80 | 96 | 99 | 79
BT-549 | 101 | 94 | 77 | 111 | 132 | 122

7: FC(F)(F)COc1ccc(/C=N/NC(=S)Nc2ccccc2)cc1
8: CCOC(=O)c1sc(/N=C2\C(=O)Nc3ccc(C)cc32)nc1C
9: COC(=O)c1nnn(-c2ccc(Cl)cc2Cl)c1C(=O)c1ccc(Cl)c(Cl)c1
10: O=C(NC1=CC(=O)c2ccccc2C1=O)c1ccccc1
11: CCOC(=O)c1[nH]c(=O)c2ccccc2c1O
12: Nc1cccc(NC(=O)C(=O)Nc2cccc(N)c2)c1

Assay by compound | 7 | 8 | 9 | 10 | 11 | 12
SK-MEL-28 | 111 | 113 | 103 | 52 | 98 | 103
T-47D | 103 | 94 | · | -46* | 96 | 105
SK-MEL-5 | 99 | 103 | 97 | 0.6* | 102 | 117
MDA-MB-435 | 105 | 116 | 98 | 3.0* | 114 | 102
SK-MEL-2 | 106 | 97 | 114 | 0.4* | 102 | 98
HS 578T | 104 | 104 | 80 | 25 | 104 | 90
LOX IMVI | 109 | 97 | 91 | · | 96 | 90
BT-549 | 120 | 98 | 105 | · | 104 | 127

13: Cc1ccc(C(=O)N(C(C)C)C(C)C)cc1
14: COc1ccc(-c2cc(-c3cccnc3)nc3oc(C(=O)c4ccc(Cl)cc4)c(N)c23)cc1OC
15: COc1ccc2occ(C3=C(c4cn(C)c5ccccc45)C(=O)N(O)C3=O)c2c1
16: COC(=O)c1ccccn1
17: CC(Nc1nc(CNc2ccc(S(N)(=O)=O)cc2)nc2ccccc12)C(=O)O (centres undefined)
18: CCOC(=O)Nc1ccc2c(=O)n(-c3ccccc3C)c(C)nc2c1

Assay by compound | 13 | 14 | 15 | 16 | 17 | 18
SK-MEL-28 | 103 | 109 | 115 | 114 | 106 | 98
T-47D | 99 | 80 | 46 | · | 88 | 103
SK-MEL-5 | 104 | 94 | 84 | 105 | · | 98
MDA-MB-435 | 101 | 99 | 93 | 105 | 107 | 58
SK-MEL-2 | 114 | 98 | 98 | 106 | 98 | 111
HS 578T | 101 | 92 | 84 | 102 | 101 | 99
LOX IMVI | 98 | 97 | 60 | 100 | 102 | 103
BT-549 | 104 | 96 | 72 | 108 | 100 | 97

19: O=C(CCSCCC(=O)N/N=C/c1cccc(Cl)c1)N/N=C\c1cccc(Cl)c1
20: O=C(NCC(=O)N1CCCC1)N/N=C/c1ccccc1O
21: CCOC(=O)C(C#N)c1nc(SCC(=O)Nc2nc3ccc(C)cc3s2)nc(-c2ccccc2)c1C#N (centres undefined)
22: COc1ccc2cc(Cn3cc[n+](Cc4ccc5ccccc5c4)c3)ccc2c1
23: COc1ccc(-n2nc(C)c3c2N(C)C2(C)C[C@@H]4C3(C)[C@@H]3CC4(C2)N(C)c2c(c(C)nn2-c2ccc(OC)cc2)[C@H]3C)cc1 (some centres undefined)
24: CC(=O)SCC(C)C1CCC(C)C(SC(C)=O)C1 (centres undefined)

Assay by compound | 19 | 20 | 21 | 22 | 23 | 24
SK-MEL-28 | 106 | 111 | 104 | 12 | 78 | ·
T-47D | 114 | 101 | 93 | -4.5* | 43 | 101
SK-MEL-5 | 103 | 99 | 100 | -24* | 74 | 101
MDA-MB-435 | 101 | 102 | 104 | 7.0* | 72 | 86
SK-MEL-2 | 111 | 121 | 112 | -16* | 98 | 103
HS 578T | 109 | 117 | 96 | 46 | 81 | ·
LOX IMVI | 105 | 100 | 96 | 28 | 62 | 111
BT-549 | 109 | 103 | 97 | 12 | 75 | 108

For reference, some entries already given.
14: COc1ccc(-c2cc(-c3cccnc3)nc3oc(C(=O)c4ccc(Cl)cc4)c(N)c23)cc1OC
15: COc1ccc2occ(C3=C(c4cn(C)c5ccccc45)C(=O)N(O)C3=O)c2c1
16: COC(=O)c1ccccn1
17: CC(Nc1nc(CNc2ccc(S(N)(=O)=O)cc2)nc2ccccc12)C(=O)O (centres undefined)
18: CCOC(=O)Nc1ccc2c(=O)n(-c3ccccc3C)c(C)nc2c1
19: O=C(CCSCCC(=O)N/N=C/c1cccc(Cl)c1)N/N=C\c1cccc(Cl)c1
20: O=C(NCC(=O)N1CCCC1)N/N=C/c1ccccc1O
21: CCOC(=O)C(C#N)c1nc(SCC(=O)Nc2nc3ccc(C)cc3s2)nc(-c2ccccc2)c1C#N (centres undefined)

Assay by compound | 14 | 15 | 16 | 17 | 18 | 19 | 20 | 21
SK-MEL-28 | 109 | 115 | 114 | 106 | 98 | 106 | 111 | 104
T-47D | 80 | 46 | · | 88 | 103 | 114 | 101 | 93
SK-MEL-5 | 94 | 84 | 105 | · | 98 | 103 | 99 | 100
MDA-MB-435 | 99 | 93 | 105 | 107 | 58 | 101 | 102 | 104
SK-MEL-2 | 98 | 98 | 106 | 98 | 111 | 111 | 121 | 112
HS 578T | 92 | 84 | 102 | 101 | 99 | 109 | 117 | 96
LOX IMVI | 97 | 60 | 100 | 102 | 103 | 105 | 100 | 96
BT-549 | 96 | 72 | 108 | 100 | 97 | 109 | 103 | 97

22: COc1ccc2cc(Cn3cc[n+](Cc4ccc5ccccc5c4)c3)ccc2c1
23: COc1ccc(-n2nc(C)c3c2N(C)C2(C)C[C@@H]4C3(C)[C@@H]3CC4(C2)N(C)c2c(c(C)nn2-c2ccc(OC)cc2)[C@H]3C)cc1 (some centres undefined)
24: CC(=O)SCC(C)C1CCC(C)C(SC(C)=O)C1 (centres undefined)

Assay by compound | 22 | 23 | 24
SK-MEL-28 | 12 | 78 | ·
T-47D | -4.5* | 43 | 101
SK-MEL-5 | -24* | 74 | 101
MDA-MB-435 | 7.0* | 72 | 86
SK-MEL-2 | -16* | 98 | 103
HS 578T | 46 | 81 | ·
LOX IMVI | 28 | 62 | 111
BT-549 | 12 | 75 | 108

Later entries
25: CCOC(=O)CCC(NC(=O)c1ccc(N)cc1)C(=O)OCC (centres undefined)
26: COc1ccc(C(=O)c2cc(C)c(OC)c(C)c2)c(OC)c1OC(=O)C(Cl)Cl
27: COc1ccc(/C(=N/O)c2cc(OC)c(OC)c(OC)c2)c(OC)c1N
28: Cc1oc2c(Cc3ccc(NC(=O)c4ccc(Cl)cc4)cc3)ncnc2c1C(=O)NO
29: CC1CCCCN1C(=S)Nc1ccc(S(=O)(=O)N2CCCCC2)cc1 (centres undefined)
30: Cn1c(=O)c2c(nc(Br)n2CC(=O)Nc2ccccc2)n(C)c1=O

Assay by compound | 25 | 26 | 27 | 28 | 29 | 30
SK-MEL-28 | 105 | 53 | 59 | 107 | 99 | 99
T-47D | 101 | 60 | 27 | 97 | · | 98
SK-MEL-5 | 105 | -21* | 14 | 86 | 103 | 95
MDA-MB-435 | 117 | -28* | -42* | 92 | 96 | 97
SK-MEL-2 | · | 24 | 36 | 88 | 107 | 120
HS 578T | 113 | 20 | 8.8* | 113 | 89 | 104
LOX IMVI | 100 | 20 | 45 | 102 | 105 | 95
BT-549 | 45 | 11 | 36 | 103 | 93 | 103

31: CCOC(=O)c1ccc(N2C(=O)c3ccc(C(=O)OC)cc3C2=O)cc1
32: COc1cc2nc(-c3ccc(Cl)cc3)cc(OCCN3CCCC3)c2cc1OC
33: CC(=O)Oc1cc(OC(C)=O)c2oc(=O)c(-c3ccccc3)cc2c1
34: Cc1ccc2oc(=O)cc(COc3ccc(N=Cc4ccccn4)cc3)c2c1
35: C=C1C(=O)O[C@H]2[C@H]1CC/C(Cn1cc(-c3ccccc3)nn1)=C\CC[C@@]1(C)O[C@@H]21
36: Nc1ncn(CC#CCO)c(=O)n1

Assay by compound | 31 | 32 | 33 | 34 | 35 | 36
SK-MEL-28 | 111 | 90 | 91 | 109 | -27* | 108
T-47D | 102 | 108 | 81 | 91 | -38* | 103
SK-MEL-5 | 99 | 88 | 96 | 95 | 21 | 100
MDA-MB-435 | 106 | 99 | 92 | 113 | -21* | 103
SK-MEL-2 | 92 | 100 | 97 | 102 | 6.6* | 114
HS 578T | 96 | 81 | 92 | 108 | 81 | 104
LOX IMVI | 96 | 66 | 98 | 91 | -85* | 95
BT-549 | 102 | 91 | 98 | 88 | -61* | 94

From compound 35 up to 36, as listed above:
35: C=C1C(=O)O[C@H]2[C@H]1CC/C(Cn1cc(-c3ccccc3)nn1)=C\CC[C@@]1(C)O[C@@H]21
36: Nc1ncn(CC#CCO)c(=O)n1

Assay by compound | 35 | 36
SK-MEL-28 | -27* | 108
T-47D | -38* | 103
SK-MEL-5 | 21 | 100
MDA-MB-435 | -21* | 103
SK-MEL-2 | 6.6* | 114
HS 578T | 81 | 104
LOX IMVI | -85* | 95
BT-549 | -61* | 94

Remaining list, next part:
37: Cc1ccc(C(=O)C2CC2)cc1C
38: CC1(C)C(=O)/C(=C\c2ccco2)C[C@]2(C)[C@H]3CC[C@@H]4[C@@H](C(=O)/C=C/c5ccco5)CC[C@@]4(C)[C@]3(C)CC[C@@H]12
39: COc1ccc(-c2cncn2-c2ccc(-c3nc4ccc(F)cc4s3)cc2)cc1N
40: COc1cc2nc(CNc3ccc(C)cc3)[nH]c(=O)c2cc1OC
41: CO[C@H]1/C=C/O[C@@]2(C)Oc3c(C)c(O)c4c(c3C2=O)C(=O)C(/C=N/N(c2ccccc2)c2ccccc2)=C(NC(=O)/C(C)=C\C=C\[C@H](C)[C@H](O)[C@@H](C)[C@@H](O)[C@@H](C)[C@H](OC(C)=O)[C@@H]1C)C4=O
42: Fc1ccc2nc(-c3cc(-c4ccc5c(c4)OCO5)n[nH]3)[nH]c2c1

Assay by compound | 37 | 38 | 39 | 40 | 41 | 42
SK-MEL-28 | 104 | 32 | 106 | 105 | -58* | 75
T-47D | 101 | 35 | 98 | 111 | · | 50
SK-MEL-5 | · | -50* | 99 | 57 | -88* | 20
MDA-MB-435 | 115 | 4.3* | 111 | 19 | -17* | 46
SK-MEL-2 | 98 | -0.2* | 117 | 81 | -61* | 43
HS 578T | 98 | 78 | 114 | 85 | -0.5* | 78
LOX IMVI | · | · | 109 | 76 | -81* | ·
BT-549 | 107 | 96 | 94 | 66 | · | 28

43: Fc1ccc(/C=C/c2c(-c3ccc(F)cc3)nc3sc(-c4ccccc4)c(-c4ccccc4)n23)cc1
44: CC1=C(CC(=O)OCC(=O)NC2CCC(S/N=C(N)/N=C(\N)N(C)C)CC2)c2cc(F)ccc2/C1=C\c1ccc(S(C)=O)cc1 (centres undefined)
45: CC[C@H](c1ccc(F)cc1)[C@@H](CC)c1ccc(O)c(O)c1
46: C/C(=N\C(N)=O)c1nc2ccccc2n1CCBr
47: Cc1nc(C(N)=O)nc2ccccc12
48: COc1ccccc1N=C1SCC(=O)N1Cc1ccco1

Assay by compound | 43 | 44 | 45 | 46 | 47 | 48
SK-MEL-28 | 104 | 118 | 102 | 111 | 106 | 114
T-47D | 86 | 100 | 66 | 105 | 111 | 92
SK-MEL-5 | 98 | 101 | 92 | 100 | 121 | 106
MDA-MB-435 | 93 | 109 | 87 | 114 | 110 | 102
SK-MEL-2 | 95 | 109 | 106 | · | · | ·
HS 578T | 102 | 101 | 123 | 105 | 148 | 102
LOX IMVI | 97 | 99 | 90 | 88 | 115 | 91
BT-549 | 117 | 110 | 117 | 107 | 104 | 102

49: CN(C)c1nc2ccccc2c2c1c1c(n2Cc2ccccc2)-c2ccccc2C1=O
50: CCN(CC)c1ccc(/C=N/NC(=O)c2ccc(NS(C)(=O)=O)cc2)cc1
51: CC(=O)NCc1c(I)c(NC(C)=O)c(I)c(C(=O)O)c1I
52: CN(Cc1ccccc1)c1nc(Cl)c(C2CC(c3ccc(Cl)cc3)=NN2C=O)s1 (centres undefined)
53: CC(=O)c1ccc2c(N)c(C(=O)Nc3ccc(C(F)(F)F)cc3)sc2n1
54: O=S(=O)(Nc1ncccn1)c1ccc(-n2c(-c3ccccc3O)nc(-c3ccccc3)c2-c2ccccc2)cc1
55: COc1ccc(-c2nc3c(N)c(CO)c(C)nc3o2)cc1
56: COc1ccc(/C=C(/C#N)n2nnc3cccc(F)c32)cc1
57: COc1ccc(C(=O)c2cc(S(=O)(=O)O)c(OC)cc2O)c(O)c1

Assay by compound | 49 | 50 | 51 | 52 | 53 | 54 | 55 | 56 | 57
SK-MEL-28 | 115 | 24 | 107 | 102 | 87 | 107 | 106 | 48 | 120
T-47D | 68 | 27 | 100 | 89 | 18 | 85 | 91 | 9.5* | 100
SK-MEL-5 | 71 | 4.5* | 101 | 98 | -5.0* | 94 | 95 | -7.2* | 107
MDA-MB-435 | 101 | 37 | 103 | 96 | 48 | 106 | 103 | -56* | 110
SK-MEL-2 | 78 | 40 | 107 | 113 | 68 | 106 | 105 | -10* | 108
HS 578T | 65 | 66 | 118 | 104 | 84 | 98 | 105 | -16* | ·
LOX IMVI | 57 | 9.9* | 102 | 96 | 38 | 92 | 93 | 5.5* | 85
BT-549 | 105 | 28 | 98 | 115 | 43 | 109 | 118 | 20 | 95
